N370S GC: N370S glucocerebrosidase modulation, Gaucher chaperone candidate. P04062. AID 2101. actives 0.092% (n = 330,000). N370S GC spleen homogenate, 4MU-glucoside fluorescence. Potency, µM (titrated, usually from 59.4 µM), for the others: at the top dose activity change, negative = inhibition, most hits filed as inhibitors;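 also: 0% = full enzyme activity and -100% = no enzyme basal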
TDP1 inh: TDP1 (human) enzyme inhibition; actives 0.28% (n = 350,000); Potency, µM (titrated, usually from 130 µM), without a hit: at the highest dose activity change, negative = inhibition, most hits filed as inhibitors; recombinant TDP1, AlphaScreen DNA substrate cleavage; Q9NUW8; also: nearly all actives have a fitted effect of over 40% in size
Target sequence (Q9NUW8 whole entry, looked up): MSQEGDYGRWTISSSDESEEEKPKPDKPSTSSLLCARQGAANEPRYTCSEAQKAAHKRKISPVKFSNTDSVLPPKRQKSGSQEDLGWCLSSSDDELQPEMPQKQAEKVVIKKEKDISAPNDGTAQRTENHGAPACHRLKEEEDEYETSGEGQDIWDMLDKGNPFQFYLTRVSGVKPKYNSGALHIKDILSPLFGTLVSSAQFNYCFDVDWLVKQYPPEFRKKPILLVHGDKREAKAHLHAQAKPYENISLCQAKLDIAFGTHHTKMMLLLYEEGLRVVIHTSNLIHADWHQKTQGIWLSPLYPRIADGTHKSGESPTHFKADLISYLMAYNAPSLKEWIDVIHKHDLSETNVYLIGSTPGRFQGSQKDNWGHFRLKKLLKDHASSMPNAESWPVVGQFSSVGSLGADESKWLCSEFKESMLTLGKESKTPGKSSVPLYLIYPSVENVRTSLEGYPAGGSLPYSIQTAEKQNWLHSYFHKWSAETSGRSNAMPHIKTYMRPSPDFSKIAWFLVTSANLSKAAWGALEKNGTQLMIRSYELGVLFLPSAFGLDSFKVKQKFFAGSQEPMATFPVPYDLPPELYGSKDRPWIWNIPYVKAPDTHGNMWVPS
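Tdp1 1 nM final; 15 min RT w/ cpd; substrate 15 nM, 5 min; beads 10 ug/ml, 10 min; AlphaScreen read. Neg ctrl: no enzyme.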
DT40 TDP1 no CPT: qHTS for Inhibitors of human tyrosyl-DNA phosphodiesterase 1 (TDP1): qHTS in cells in absence of CPT | DT40 Tdp1-/- hTDP1 cells, no CPT, ATP luminescence, 48 h | Potency, µM (doses to about 46.2 µM), for inactives: at the top dose activity change, negative = growth inhibition, hits mostly inhibitors | actives 15% (n = 420,000) | AID 686978, 2013; also: nearly all actives have a fitted effect of over 55% in size
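Luminescent ATP content (CellTiter-Glo) served as the growth readout. Knockout chicken DT40 cells expressing human TDP1 were exposed to compounds without camptothecin for a minimum 48 hr at 37 °C.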
Active calls of the source: *; ? = inconclusive; · = not tested or not shown; & = joins results of further samples; [ ] = another dose, or the depositor's remark. Calls follow the shape of the dose curve; as a rule, active = well fitted curve in the direction sought with a large enough effect; inconclusive = small, poorly fitted or top-dose-only effect, or another doubt; inactive = no such curve, though single readings can be large; an effect the other way counts as inactive or inconclusive. Unless noted, % is scaled to controls: 0 for no effect and ±100 for the full control effect; potency is read from the fitted curve at half-maximal effect. This is a subset (hit frequency here may not be typical).

entry | canonical_smiles | N370S GC | TDP1 inh | DT40 TDP1 no CPT
1 | CCN(CCn1cccn1)C(=O)CCc1nnc(C2(c3ccc(Cl)cc3)CCC2)o1 | -16% | 0% | -2%
2 | CCc1cccc(C)c1NC(=O)c1ccc2c(c1)CCN2S(C)(=O)=O | -3% | · | -29%
3 | CC(C)[C@H](NC(=O)c1ccco1)C(=O)OCC(=O)c1ccc2c(c1)NC(=O)CO2 | 2% | 3% | -3%
4 | O=C(O)C1Nc2c(O)cccc2C2C=CCC12 (configuration not stated) | 22% | · | ?
5 | Cc1cc(C(F)(F)F)n(-c2nc(C(=O)NNS(=O)(=O)c3ccccc3)cs2)n1 | 7% | 2% | -11%
6 | CCOC(=O)C(Cc1ccc(OC)c([N+](=O)[O-])c1)NC(=O)CCC(=O)Nc1ccc(OC)cc1 (configuration not stated) | -3% | 5% | 0%
7 | CCN(CC)C(=O)C1CCN(S(=O)(=O)c2ccc3c(c2)CCCN3C(C)=O)CC1 | · | 3% | ?
8 | Cc1c(C(=O)NCc2ccco2)sc2nc(-c3ccccc3)cn12 | 1% | 7% | ?
9 | Cc1ccc(-c2cc(=O)c3cc(F)ccc3[nH]2)cc1 | -12% | 1% | ?
10 | COc1cccc(C(CC(=O)NCC2CCCO2)NS(=O)(=O)c2ccc(C)cc2)c1OC (configuration not stated) | 1% | 6% | 6%
11 | CC1CCCC(C)N1CCNC(=O)Cn1nc(-c2ccccc2)ccc1=O (configuration not stated) | -1% | 2% | -5%
12 | COc1ccc(CCNS(=O)(=O)c2ccc(Br)s2)cc1 | 0% | 0% | -16%
13 | COc1ccc(C(=O)/C=C/c2ccc(OC)c(Cn3nnc4ccccc43)c2)cc1 | ? | 3% | 21µM*
14 | O=C(NNC(=O)C1CCN(S(=O)(=O)c2cccc(C(F)(F)F)c2)CC1)C1CC1 | 3% | 6% | -19%
15 | Cn1c(=O)c2c(nc(Sc3ncccn3)n2Cc2ccccc2Cl)n(C)c1=O | -15% | 9% | ?
16 | O=C(Cc1cccs1)Nc1ccc2c(c1)C(=O)OC2 | 1% | 3% | -25%
17 | Cc1ccc(CS(=O)(=O)CCC(=O)NCCC2=CCCCC2)cc1 | 7% | 8% | -11%
18 | NCCOc1ccc(C2CCCCC2)cc1 | -14% | 5% | ?
19 | CC1CCCCC1NC(=O)CN1C(=O)c2cccc(N)c2C1=O (configuration not stated) | -2% | 3% | -6%
20 | COc1cc(NC(=O)CCc2c(C)nn(-c3ccc(N4CCCCC4)nn3)c2C)cc(OC)c1OC | · | 3% | ?
21 | CCN(CC)CCOC(=O)c1ccc(Cl)cc1Cl | 16% | -8% | 7%
22 | COc1ccc2[nH]c3c(c2c1)CCN1C(=O)C(CC(=O)NCCCN(C)C)C[C@H](C(=O)N2CCOCC2)[C@@]31CCC1CCCC1 (some centres not stated) | · | 1%[56.1 µM] | ?
23 | O=C(O)CCCNS(=O)(=O)/C=C/c1ccccc1 | 5% | 1% | -20%
24 | O=C(O)Cn1c(Cc2ccccc2)nc2ccccc21 | 2% | · | 5%
25 | Cc1ccc(-c2csc(NC(=O)CSc3nc4ccccc4[nH]3)n2)cc1 | ? | 4% | 23µM*
26 | CCOC(=O)c1c(-c2ccccc2)c(C(C)=O)c(=O)n(C)c1C | -1% | -2% | -2%
27 | COc1cccc2cc(C(=O)C3=C(O)C(=O)N(CCN(C)C)C3c3ccc(F)cc3)oc12 (configuration not stated) | -2% | 6% | -4%
28 | O=c1[nH]c2ccc(S(=O)(=O)N3CCN(c4ccccc4)CC3)cc2[nH]c1=O | ? | -12% | 1%
29 | Cc1c(Cl)cccc1-n1c(SCC(=O)NCc2ccccc2Cl)nnc1-c1ccncc1 | -17% | 3% | ?
30 | CC(=O)C1C(c2ccccc2Cl)NC(=O)NC1(O)C(F)(F)F (configuration not stated) | 2% | 1% | 23%
31 | Cc1ccc(C(=O)N/C(=C/c2ccccc2)C(=O)NC(Cc2ccccc2)C(=O)O)cc1 (configuration not stated) | 5% | 1% | 6%
32 | Cc1cc(=O)oc2cc(OC(=O)c3ccccc3)ccc12 | ? | 3% | -29%
33 | O=C(COC(=O)COc1ccccc1[N+](=O)[O-])Nc1ccc(S(=O)(=O)N2CCCCC2)cc1 | 4% | 4% | -18%
34 | CCC(=O)Nc1ccc(-c2nnc(SCC(=O)NCC3CCCO3)n2C)cc1 (configuration not stated) | 1% | 3% | 13%&-2%
35 | O=C1/C(=C/c2cccnc2)SC(=S)N1C1CCS(=O)(=O)C1 (configuration not stated) | 0% | 8% | 9.2µM*
36 | CCCC(=O)NC(Nc1c(C)n(C)n(-c2ccccc2)c1=O)C(Cl)(Cl)Cl (configuration not stated) | -15% | -8% | -24%
37 | CC[C@H]1C(O)C[C@H]2CCN3C(=O)CCC[C@H]1[C@H]23 (some centres not stated) | -15%[136 µM] | 0%[56.1 µM] | 1%
38 | CC(C)(CO)NC(=O)CCCOc1ccc(Cl)cc1Cl | 3% | 3% | ?
39 | O=c1[nH]c(=O)n(C2OC(CO)C(O)C2O)cc1Br (configuration not stated) | -15% | 4% | ?
40 | O=C(OCc1cn(-c2ccc(Cl)c(Cl)c2)nn1)c1ccccc1 | 2% | 3% | 1%

Rewritten with each value named: 4 of the compounds above
31. Cc1ccc(C(=O)N/C(=C/c2ccccc2)C(=O)NC(Cc2ccccc2)C(=O)O)cc1 (configuration not stated)
  N370S GC: 5%	TDP1 inh: 1%	DT40 TDP1 no CPT: 6%

23. O=C(O)CCCNS(=O)(=O)/C=C/c1ccccc1
  N370S GC: 5%	TDP1 inh: 1%	DT40 TDP1 no CPT: -20%

40. O=C(OCc1cn(-c2ccc(Cl)c(Cl)c2)nn1)c1ccccc1
  N370S GC: 2%	TDP1 inh: 3%	DT40 TDP1 no CPT: 1%

22. COc1ccc2[nH]c3c(c2c1)CCN1C(=O)C(CC(=O)NCCCN(C)C)C[C@H](C(=O)N2CCOCC2)[C@@]31CCC1CCCC1 (some centres not stated)
  N370S GC: ·	TDP1 inh: 1%[56.1 µM]	DT40 TDP1 no CPT: ?

Next compounds:
entry | canonical_smiles | N370S GC | TDP1 inh | DT40 TDP1 no CPT
41 | CN(C(=O)c1ccc(Oc2ccc([N+](=O)[O-])cc2)cc1)C1CCCCC1 | -8% | · | 23µM*
42 | Cc1ccc(S(=O)(=O)N2CCC(C(=O)OC(C)C(=O)NC3CCCCC3C)CC2)cc1C (configuration not stated) | · | -3% | -10%
43 | CCc1nn(CC(=O)NCc2cccc(OC)c2)c(=O)c2cc3cc(F)ccc3n12 | · | 3% | -29%
44 | N#Cc1c(SCC(N)=O)nsc1SCc1ccccc1Cl | 12% | 5% | ?
45 | C=CCn1c(SCC(=O)N2CCOCC2)nc2sc3c(c2c1=O)CCCC3 | 6% | 0% | 18µM*
46 | Cc1ccccc1Nc1c(-c2ccc(N3CCOCC3)cc2)nc2ccc(Br)cn12 | · | 4%[12.3 µM] | 15µM*
47 | Cc1ccc(NC(=O)c2cc(S(=O)(=O)N3CCc4ccccc43)cn2C)cc1C | 17% | · | ?
48 | COc1ccccc1NC(=O)CN(c1ccc(C)cc1)S(=O)(=O)c1c(C)n[nH]c1C | 30% | -3% | ?
49 | Cc1ccc2oc(C(=O)N3CCCCCC3)c(C)c2c1 | 27% | 0% | -26%
50 | COc1cccc(CNC(=O)c2cc3cc(C)ccc3n2C)c1 | · | -4% | -15%
51 | CCCCOc1ccc(C(=O)N/C(=C\c2ccc([N+](=O)[O-])cc2)C(=O)OCc2ccco2)cc1 | 2% | 5% | -4%
52 | CC(C)c1ccc(NC(=O)Cn2c3ncccc3c(=O)n2-c2ccccc2)cc1 | · | 0% | ?
53 | N#CCCNC(=O)CCN1CCCCC1 | 1% | 0% | -4%
54 | CCOc1ccc(CCNC(=O)Cc2ccc(S(=O)(=O)N3CCOCC3)s2)cc1OCC | -1% | 6% | -18%
55 | O=C(N1CCOCC1)C(F)(F)C(=O)N1CCOCC1 | 5% | 8% | -4%
56 | Cc1cc(N2CCC(C(N)=O)CC2)nc(-c2ccccc2)n1 | 7% | · | -21%
57 | CC(C)Nc1nc(NC(C)C)nc(N(C)C#N)n1 | 3% | 4% | -22%
58 | Cc1ccc(C(=O)COC(=O)c2ccccc2NC(=O)c2ccccc2)cc1[N+](=O)[O-] | -2% | 3% | -6%
59 | Cc1ccc2oc(=O)n(CC(=O)OC(C)C)c2c1 | 8% | 0% | -23%
60 | COc1cccc(OC(=O)CSc2nnc(-c3ccccc3OC)o2)c1 | · | 0% | 0%

The list continues.
The line under a structure holds: N370S GC	TDP1 inh	DT40 TDP1 no CPT
61: Cc1cc(C)c(C#N)c(SCC(=O)C2CC2)n1
    5%	0%	?
62: COc1cccc(CC(=O)OCC(=O)c2cc(OC)ccc2OC)c1
    ·	-15%	-4%
63: O=c1c2cccnc2nc2n1CCCCC2
    -13%	5%	17%
64: CC1(C)O[C@@H]2C[C@H]3[C@@H]4C[C@H](F)C5=CC(=O)C=C[C@]5(C)[C@H]4[C@@H](O)C[C@]3(C)[C@]2(C(=O)CO)O1
    -2%	·	-13%
65: COc1ccccc1NC(=O)CSc1nnc(CNC(=O)c2ccccc2F)o1
    -6%	4%	23%
66: CCc1ccccc1Nc1nn2c(=O)c3ccc(C(=O)Nc4ccc(OC)cc4)cc3nc2s1
    ·	6%	13µM*
67: O=C(NCC(O)CN1CCOCC1)c1ccc([N+](=O)[O-])cc1 (configuration not stated)
    0%	-5%	21%
68: CSc1ccc(NC(=O)N2CCN(c3nc4ccccc4s3)CC2)cc1
    1%	2%	?
69: CCOC(=O)Cc1ccc(NCc2ccc(Cl)cc2)cc1
    -4%	2%	5%
70: CCOC(=O)CN1CC23C=CC(O2)C(C(=O)Nc2ccc4c(c2)OCO4)C3C1=O (configuration not stated)
    -1%	0%	2%
71: Clc1ccccc1COc1ccccc1-c1nnco1
    8%	4%	-7%
72: O=C(CN1CCN(c2ccccc2O)CC1)NNC(=O)c1ccc(Cl)cc1
    9%	4%	-18%
73: Cc1nc(-c2ccccc2)sc1C1(C)CC(c2ccc(OC(F)(F)F)cc2)=NO1 (configuration not stated)
    9%	0%	-12%
74: O=C(CBr)c1ccc([N+](=O)[O-])c(CS(=O)(=O)c2ccc(Cl)cc2)c1
    -15%	·	?
75: Cc1cc(C(=O)Nc2ccccc2C)c2ccccc2n1
    -1%	·	-7%
76: C/C(=N\Nc1ccc(S(=O)(=O)Nc2ccc(Cl)cc2)cc1[N+](=O)[O-])c1ccc(N2CCOCC2)cc1
    -16%	8%	?
77: O=C1CCN(CCc2ccccc2)CCN1[C@H](CSc1ccccc1)c1ccccc1
    -23%	·	11µM*
78: Nc1nnn(CC(=O)N/N=C/c2cccc(Cl)c2)n1
    -1%	·	1%
79: O=C(CCCN1C(=O)c2cccnc2Oc2ccc(Cl)cc21)NCc1ccccc1F
    ·	6%	?
80: COc1cc(CN2CCC(C(=O)NCCC(C)C)CC2)ccc1OCc1ccccc1
    -7%	·	?
81: COc1ccc(C(=O)c2ccc(C)cc2)c(O)c1
    ·	-5%	?
82: Cn1c(NC(=O)/C=C\c2ccccc2)cc(=O)n(C)c1=O
    1%	3%	?
83: COC(=O)c1ccc(CN2CCCC(C(=O)c3ccccc3OC)C2)cc1 (configuration not stated)
    -10%	·	-9%
84: Cc1noc(C)c1S(=O)(=O)Nc1ccc(C(=O)NC2CCCCC2)cc1
    8%	3%	-15%
85: Cc1ccc(-c2[nH]n3c(=O)c4c(nc3c2C)CCCC4)cc1
    6%	-1%	?
86: CCCCc1nnc(NC(=O)c2ccc(N3CCCC3=O)cc2)s1
    -14%	·	1%
87: CCOCc1nnc(NC(=O)c2ccc(OC)cc2)s1
    2%	2%[56.1 µM]	0%
88: CC(C)C(=O)N[C@@H]1CCCN1C(=O)/C=C\c1ccccc1
    -4%[12.8 µM]	7%[21 µM]	·
89: COCC1CCCN(C(=O)c2cc(COc3cncc(Cl)c3)on2)C1 (configuration not stated)
    -1%	0%	?
90: CC[N+](C)(CC)CC(=O)Nc1c(C)cccc1C
    -5%	-7%[56.1 µM]	-5%
91: COc1ccc(NC(=O)c2ccco2)cc1NC(=O)COc1ccccc1[N+](=O)[O-]
    3%	·	-16%
92: CC1CCCC(C)N1C(=O)CN1C(=O)NC2(CCOc3ccccc32)C1=O (configuration not stated)
    2%	-1%	-24%
93: O=C(O)Cn1cnc2c(OCc3ccccc3)ncnc21
    ·	0%	-8%
94: NC(=O)C1CCN(C(=O)COc2ccc(Nc3ccccc3)cc2)CC1
    -5%	4%	-3%
95: Cc1sc(NC(=O)COc2ccc(C(C)(C)C)cc2)c(C(=O)OC(C)C)c1C
    ·	-15%[12.3 µM]	?
96: COc1cccc(/C=C/c2nc(C#N)c(NCCc3ccccc3)o2)c1
    ·	-5%	15µM*
97: CCOC(=O)c1c(C)[nH]c(C)c1S(=O)(=O)NCC(=O)NCc1ccc(C)cc1
    ·	5%	-12%
98: O=C(CSc1nnc2ccccn12)Nc1ccc(N2CCOCC2)cc1
    ·	0%	-3%

Compound activity as filed in PubChem BioAssay.
